Anesthetic bind: candidate novel general anesthetic via apoferritin binding; P02791; apoferritin/1-aminoanthracene competitive binding, fluorescence; Potency, µM (titrated, usually from 77.5 µM), for the others: top-dose activity change, negative = displacement, usual class: inhibitors; 350,000 tested, 0.074% active; active = well fitted inhibition curve with a large enough effect; inconclusive = small, poorly fitted or top-dose-only effect; inactive = no such curve, though single readings can be large or run the other way; also: nearly all actives have a fitted effect of over 20% in size
Target sequence (P02791 2-175 limits assumed): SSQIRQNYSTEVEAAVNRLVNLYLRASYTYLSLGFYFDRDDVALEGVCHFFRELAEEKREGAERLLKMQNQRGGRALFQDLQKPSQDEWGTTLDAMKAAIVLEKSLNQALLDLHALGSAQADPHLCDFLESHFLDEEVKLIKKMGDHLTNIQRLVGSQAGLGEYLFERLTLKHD
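Read-out: endpoint 1-AMA fluorescence, excitation 380 nm and emission 535 nm, after compounds sit 10 min at room temperature with 10 uM horse-spleen apoferritin in 50% saturated 1-AMA/PBS. Values come from four-parameter Hill fits.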
Starred values were filed as active, the others as inactive; ? = inconclusive; & = joins results of further samples; [ ] = dose if it differs, or a comment. % is scaled to controls: 0 for no effect and ±100 for the full control effect; potency is read from the fitted curve at half-maximal effect. Not all compounds are listed; count on the stated rates, not on these rows.

SMILES	Anesthetic bind
CN(C)c1ccc(-c2nc(N3CCNCC3)c3ccccc3n2)cc1	-1.7%
CC12C=C(/C=C/c3ccc(Br)cc3)C(C)(C1)C(c1ccc(Br)cc1)CC2=O (configuration not stated)	6.6%[15.3 µM]
COc1ccc(-c2cccc([C@H]3[C@@H]4C=CC[C@@H](C)[C@@H]4C(=O)N3Cc3ccccc3)c2)cc1	118.4%[activator][110 µM]
COC(=O)NC(c1cccc(C)c1)[C@@]1(C(=O)OC)CCCC1=O (some centres not stated)	5.6%[15.3 µM]
CCCCCC(=O)c1cc(CC(C(=O)OC)C(=O)OC)cc2cc(OC)c(OC)cc12	-12.3%[15.3 µM]
CCC/C=C(\CCC)C(NS(=O)(=O)c1ccc(C(F)(F)F)cc1)c1ccc(-c2ccccc2)cc1 (configuration not stated)	-17.9%
CC(C)[C@@H](N)C(=O)O	4.7%
C1CCC(NC(=NC2C3CC4CC(C3)CC2C4)N2CCOCC2)CC1 (configuration not stated)	-5.9%&-6.1%
CC/C=C\C/C=C\C/C=C\C/C=C\C/C=C\CCCCCC(=O)O	0.4%
CO/N=C(\C(=O)N[C@@H]1C(=O)N2C(C(=O)[O-])=C(C[N+]3(C)CCCC3)CS[C@@H]12)c1csc(N)n1	4.3%[29.3 µM]
C=C1c2cccc(OC)c2O[C@H](C(=O)OCC)[C@@H]1CCC(C)C	-8.3%[110 µM]
COC(=O)[C@@]1(Cc2ccc(F)cc2)[C@H]2c3cc(C(=O)N(C)C)n(CCc4c[nH]c5ccc(OC)cc45)c3C[C@H]2CN1C(=O)c1ccccc1	?
O=c1ccn([C@@H]2O[C@H](COP(=O)(O)O)[C@@H](O)[C@H]2O)c(=O)[nH]1	1.2%
COCCNC(=O)[C@H](C)/C=C(\c1cccnc1)C(NC(=O)OCc1ccccc1)c1ccc(C(=O)OC)cc1 (some centres not stated)	-8.5%
O=C1CC(c2ccc3c(c2)OCO3)c2cc(O)ccc2O1 (configuration not stated)	?
CC(C)=CCC/C(C)=C/CO/N=C1/C[C@@H](O)[C@@H](O)[C@@H]2[C@H]3C(=O)N(c4ccc(F)cc4F)C(=O)[C@@H]3CC[C@H]12	-0.3%[15.3 µM]
Nc1nc(/C(=C/CC(=O)O)C(=O)NC2C(=O)N3C(C(=O)O)=CCSC23)cs1 (configuration not stated)	2.9%
Nc1nc(Cl)nc2c1ncn2C1OC(CO)C(O)C1F (configuration not stated)	-2.0%
O=Cc1ccsc1B(O)O	-8.5%
COc1cc2c(c(OC)c1OC)C(c1ccc(C)cc1)CC(=O)O2 (configuration not stated)	-3.9%[110 µM]
CSCCC(N)C(=O)O (configuration not stated)	4.0%
O=C(CCCCCN1C(=O)c2cccc3cccc(c23)C1=O)NO	5.2%
COCCNc1nc(C)nc2c1nc(-c1ccccc1)n2CCCN1CCCCC1C (configuration not stated)	-7.5%
CN(C)/[N+]([O-])=N/Oc1cc(ON=[N+]([O-])N2CCN(c3ncccn3)CC2)c([N+](=O)[O-])cc1[N+](=O)[O-]	?
C[N+]1(CCCCC[N+]2(C)CCCC2)CCCC1	4.9%[29.3 µM]
COc1ccc(OCC2CC3C(CCC(C)C3c3ccc(Br)cc3)C(=O)O2)cc1 (configuration not stated)	-14.5%[15.3 µM]
CC(=O)OCCBr	-7.9%
CCc1cc2c(nc1CC)CCN(CC/C(C)=N/O[C@@H]1O[C@H](COC(C)=O)[C@H](OC(C)=O)[C@H](OC(C)=O)[C@H]1OC(C)=O)C2	-12.7%[15.3 µM]
CC[N+]1(C)C2CCC1CC(OC(=O)[C@H]1CCC(C(=O)OC3CC4CCC(C3)[N+]4(C)CC)(c3ccccc3)c3ccccc31)C2 (some centres not stated)	-4.1%
COc1c(C)c2c(c(O)c1CC=C(C)CCC(=O)OCCN1CCOCC1)C(=O)OC2	2.1%
O=C(O)C1NCCN(C(=O)c2ccc3c(ccc4ccccc43)c2)C1C(=O)O (configuration not stated)	-7.0%
COc1ccc(C2C3C=CCC(C)C3C(=O)N2Cc2ccccc2)cc1Cl (configuration not stated)	42.8%[activator]
CCC[C@@H]1C[C@@]1(CCC)C(NC(=O)c1cccs1)c1ccc(Cl)cc1 (some centres not stated)	0.2%
COC(=O)[C@@]1(Cc2ccccc2)[C@H]2c3cc(C(=O)N4CCCC4)n(CC4CC4)c3C[C@H]2CN1C(=O)c1ccccc1	0.2%
CNC(=O)[C@@]1(Cc2ccccc2)C=C[C@@H](C)N1C(=O)OC	-2.8%
CCC1CC=CC2C1C(=O)N(Cc1ccccc1)C2c1ccc(OC)c(Cl)c1 (configuration not stated)	101.8%[activator]
CC(C)(C)N1C(=O)[C@H]2[C@H]3[C@H](O)[C@H](O)C/C(=N/OCc4ccccc4)[C@H]3CC[C@@H]2C1=O	-2.5%[15.3 µM]
COC(=O)[C@H]1C[C@H]1[C@@H](NC(=O)c1cccnc1)c1ccccc1	-1.3%
CCCCCC1OC1C/C=C\C/C=C\C/C=C\CCCC(=O)O (configuration not stated)	2.8%
O=c1cc(-c2ccc(O)c(O)c2)oc2cc(O[C@@H]3O[C@H](CO)[C@@H](O)[C@H](O)[C@H]3O)cc(O)c12	3.7%
CC1NC(=O)C(N)CNC(=O)C(C2CCN=C(N)N2)NC(=O)/C(=C/NC(N)=O)NC(=O)C(CNC(=O)CC(N)CCCN)NC1=O (configuration not stated)	-2.2%
O=C1[C@H]2O[C@@H]2[C@@H](O)[C@H]2[C@H]1CCn1c(=O)n(Cc3cc4c(cc3Cl)OCO4)c(=O)n12	7.9%[15.3 µM]
O=C(O)c1c(Cl)c(Cl)c(Cl)c(Cl)c1-c1c2cc(I)c(=O)c(I)c-2oc2c(I)c(O)c(I)cc12	?
Cc1cc(CNC(=O)C2(C(F)(F)F)C/C(=C\CCO)CCCO2)nn1C (configuration not stated)	4.7%
COc1cc2oc(=O)cc(-c3ccc(-c4ccc(F)c(Cl)c4)cc3)c2c(OC)c1OC	?
COc1ccc(-c2cccc(-c3cc(=O)oc4cc(OC)c(OC)c(OC)c34)c2)cc1	?
Cc1noc(C)c1-c1ccc2ncnc(NC3CCCc4ccccc43)c2c1 (configuration not stated)	-8.8%
COC(=O)C1(Cc2ccccc2)C=C2C(=C(C(C)C)C(=O)C2C)CN1 (configuration not stated)	-21.4%
N[C@H](CS)C(=O)O	1.8%
CC1Nc2ccc(Cl)cc2S(=O)(=O)N1 (configuration not stated)	8.8%
CC(=O)OCC(=O)[C@]1(O)C(C)CC2C3CCC4=CC(=O)C=C[C@@]4(C)[C@]3(F)C(O)C[C@@]21C (some centres not stated)	-7.4%
COc1ccc2[nH]cc(CCNc3nc(-c4ccccc4CN(C)C)nc4ccccc34)c2c1	-5.9%
Cc1nc(N2CCOCC2)c2nc(-c3ccccc3)n(CCCN(C)C)c2n1	-11.1%
CN1CCN(CCc2ccc(Cl)c(Cl)c2)CC1	-9.3%
CN1CCN(c2ccnc(-c3ccccc3C(F)(F)F)n2)CC1	-20.9%
O=C(NCCNCCO)C1(C(F)(F)F)C/C(=C\CCO)CCCO1 (configuration not stated)	-1.5%
COCCNC(=O)C1(C(F)(F)F)C/C(=C/CCO)CCCO1 (configuration not stated)	-1.7%
C[C@@H]1COC(=O)O1	-0.7%
CNc1nc2c(N)ncnc2n1[C@@H]1O[C@@H]2COP(=O)(O)O[C@H]2[C@H]1O	-6.7%
COC(=O)NC(/C=C/c1ccccc1)[C@]1(C(C)=O)CCCC1=O (some centres not stated)	-8.7%[15.3 µM]

Some of these compounds in order of SMILES length, ascending:
SMILES	Anesthetic bind
COCCNC(=O)C1(C(F)(F)F)C/C(=C/CCO)CCCO1 (configuration not stated)	-1.7%
COC(=O)NC(/C=C/c1ccccc1)[C@]1(C(C)=O)CCCC1=O (some centres not stated)	-8.7%[15.3 µM]
COc1ccc2[nH]cc(CCNc3nc(-c4ccccc4CN(C)C)nc4ccccc34)c2c1	-5.9%
CNc1nc2c(N)ncnc2n1[C@@H]1O[C@@H]2COP(=O)(O)O[C@H]2[C@H]1O	-6.7%

Some of the entries so far, in markdown:
| structure | Anesthetic bind |
| --- | --- |
| CC(C)[C@@H](N)C(=O)O | 4.7% |
| C1CCC(NC(=NC2C3CC4CC(C3)CC2C4)N2CCOCC2)CC1 (configuration not stated) | -5.9%&-6.1% |
| CC/C=C\C/C=C\C/C=C\C/C=C\C/C=C\CCCCCC(=O)O | 0.4% |
| CO/N=C(\C(=O)N[C@@H]1C(=O)N2C(C(=O)[O-])=C(C[N+]3(C)CCCC3)CS[C@@H]12)c1csc(N)n1 | 4.3%[29.3 µM] |
| C=C1c2cccc(OC)c2O[C@H](C(=O)OCC)[C@@H]1CCC(C)C | -8.3%[110 µM] |

Next part
SMILES	Anesthetic bind
CCOC(=O)C1Oc2ccccc2C(c2ccccc2)=C1C(C)=O (configuration not stated)	-22.8%[110 µM]
Cc1nc(Nc2ccccc2)c2nc(-c3ccccc3)n(CCN3CCOCC3)c2n1	2.6%
CO[C@H]1C([C@@]2(C)O[C@@H]2CC=C(C)C)[C@]2(CC[C@H]1OC(=O)/C=C/C=C/C=C/C=C/C(=O)O)CO2 (some centres not stated)	?
O=C(O)C1=CCCNC1	2.1%
COC(=O)CC1C(C)(C)C(OC(C)=O)C2CC3=C4CC(=O)OC(c5ccoc5)[C@]4(C)CCC3[C@@]1(C)C2=O (some centres not stated)	-12.2%
O=C(NCc1ccccc1)[C@]1(C(F)(F)F)C[C@H](CCCO)CCCO1	-1.6%
Cc1cccc(CNc2ncncc2-c2cccc(NS(C)(=O)=O)c2)c1	0.3%
C[C@H]1CC[C@@H]2[C@@H](C)[C@H]3[C@H](C[C@H]4[C@@H]5CC=C6C[C@@H](O[C@]7(O[C@H]8O[C@@H](C)[C@@H](O)[C@@H](O)[C@@H]8O)C[C@@H](O[C@@H]8O[C@H](CO)[C@@H](O)[C@H](O)[C@@H]8O)[C@@H](O)[C@H](CO)O7)CC[C@]6(C)[C@H]5CC[C@@]34C)N2C1	3.7%[29.3 µM]
CCc1c2c(nc3ccc(OC)cc13)-c1nc3ccccc3c(=O)n1C2	5.5%
COC(=O)C1C[C@@H]2C3=C(C(=O)[C@@](C)(NC(=O)c4ccccc4)C3[C@H](C(=O)OC)C1)[C@H](C)n1c(=O)n(-c3ccccc3)c(=O)n12 (some centres not stated)	-13.4%
COC(=O)c1ccc(C23CC2(C(NP(=O)(c2ccccc2)c2ccccc2)c2ccccc2)C3)cc1 (configuration not stated)	?
CCOC(=O)C1=C(C)c2ccccc2OC1(CC)C(=O)OCC (configuration not stated)	-14.3%[110 µM]
CC[C@@H]1C(c2ccccc2)=NN(c2ccc(Br)cc2)[C@H]1C(=O)N1CCOC1=O	589.8%[activator]
CCOC(=O)N1CCN([N+]([O-])=NOc2cc(O/N=[N+](\[O-])N(CC)CC)c([N+](=O)[O-])cc2[N+](=O)[O-])CC1	-22.5%
CCN1C(=O)[C@H]2[C@H]3[C@H](O)[C@H](O)C/C(=N/O[C@@H]4O[C@@H](COC(C)=O)[C@@H](OC(C)=O)[C@@H](OC(C)=O)[C@H]4OC(C)=O)[C@H]3CC[C@@H]2C1=O	3.2%[15.3 µM]
CC(C)c1cccc2c([Si](C)(C)C)c3c(nc12)-c1cccc(=O)n1C3	-12.6%
CN(C)c1nc(NC2CCC(NC(=O)c3ccc(F)c(F)c3)CC2)nc2ccccc12 (configuration not stated)	-1.9%
CCC1=C(OC(=O)N(CC)CC)N2C(=O)OC(=NCCOC)[C@]2(C)[C@H]2C1=CC[C@H]1C(=O)N(CC(=O)OC)C(=O)[C@H]12	-0.6%
CC1CC[C@@]23CCC4(C)[C@@]5(C)CCC6C(C)(C)C(O)CC[C@@]6(C)C5C=C[C@@]4(OC2=O)C3C1C (some centres not stated)	-11.8%
COc1ccccc1N1CCN(CCCCN2C(=O)CCC2=O)CC1	-0.7%
CC(=O)OC[C@@H]1O[C@H](CCO/N=C(\C)CCN2CCCCc3nc(C)c(C)cc32)C=C[C@@H]1OC(C)=O	-6.2%[15.3 µM]
COCCN(CCOC)c1nc(C)nc2c1nc(-c1ccccc1)n2CCCN(C)C	-13.7%
C[C@@]12CCC(=O)C[C@@H]1CC(=O)[C@H]1[C@H]3CCC[C@]3(C)C(=O)C[C@@H]12 (tested in a mixture with another compound)	4.5%[29.3 µM]
CN(Cc1ccco1)c1ccnc(-c2ccoc2)n1	-1.8%
COC1C[C@@H](O[C@@H]2C(C)C(=O)OC(C)C(C)[C@H](OC(C)=O)C(C)C(=O)[C@@]3(CO3)CC(C)C(OC3OC(C)CC(N(C)C)[C@H]3OC(C)=O)C2C)OC(C)[C@@H]1OC(C)=O (some centres not stated)	-5.3%
CCOC(=O)C1Oc2ccccc2C(c2ccc(OC)cc2)=C1C(=O)OC (configuration not stated)	-14.5%[110 µM]
CO[C@H]1COC(=O)[C@H](Cc2ccccc2)NC(=O)C/C=C\[C@@H](C)[C@H](OC)COC(=O)C/C=C\[C@@H]1C	0.7%[15.3 µM]
CN(Cc1ccco1)c1cc(-c2ccccc2Cl)ncn1	-3.9%
COCc1cc(O)c(O)c(O)c1-c1c(COC)cc(O)c(O)c1O	6.1%&-3.4%
OCCOCCN1CCN(Cc2cccc(Oc3ccccc3)c2)CC1	2.7%
C=C1c2cccc(C(F)(F)F)c2O[C@H](C(=O)OCC)C1OC (mixture of isomers)	-7.3%[110 µM]
COC(=O)C(N)CS (configuration not stated)	2.4%
N#Cc1cccc(-c2cc(-n3ccnc3)ncn2)c1	-3.4%
